SK-BR-3 tox 24h = SK-BR-3 proliferation inhibitors, primary screen, cell-based, human, 24 h; actives 0.47% (n = 41,000); viability, % at 10 µM; SK-BR-3 viability, CellTiter-Glo ATP luminescence; active compounds read low;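 active = viability at or below the median of all test compounds minus 3 SD, in both replicates if run twice, cut at about 45% in these data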;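 also: 100% = median untreated cell wells and 0% = median positive control drug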
* hit, by the source's call. The list is partial; count on the stated rates, not on these rows.

SMILES | SK-BR-3 tox 24h
Cc1ccc(CNc2cc(-c3nn4c(C)nnc4s3)ccc2C)s1 | 78.1
Cc1oc2c(O)c(O)ccc2c(=O)c1-c1cnn(-c2ccccc2)c1 | 76.1
CCOc1nc(Nc2ccc(-c3nc4ccccc4o3)cc2)nc(N2CCOCC2)n1 | 71.7
O=C(O)C1C2C=CC(C2)C1C(=O)Nc1ccc(C(=O)N2CCCCC2)c(Cl)c1 (stereo unspecified) | 102.1
CCc1ccc2c(c1)CCCN2C(=O)c1ccccc1C(=O)O | 91.6
CCCCC(=O)NCCNc1nc2c(c(=O)n(C)c(=O)n2C)n1Cc1ccc(F)cc1 | 95.8
Cc1ccc(NC(=O)N2CCC(C(=O)NCc3ccccc3)CC2)cc1 | 78.9
Cc1noc(C)c1C(=O)NC1CCCc2ccccc21 (stereo unspecified) | 102.5
O=S(=O)(c1cccc(-c2nc3n(n2)Cc2ccccc2-3)c1)N1CCCC1 | 85.0
CCN1C(=O)C2(C(C#N)=C(N)Oc3n[nH]c(COC)c32)c2ccccc21 (stereo unspecified) | 84.1
N#CC1=C(N)NC(SCC(=O)O)=C(C#N)C12CCCC2 | 105.4
COc1ccc(-c2nc(NC(=O)c3cc(C(C)(C)C)nn3C)sc2C)cc1 | 113.9
O=c1cc(-c2cccc3ccccc23)[nH][nH]1 | 99.3
Clc1ccccc1-c1ccc(/C=N/n2cnnc2)o1 | 104.3
Cc1noc(C)c1S(=O)(=O)NCC(=O)O | 81.5
CCn1c(CNc2cccc(Cl)c2)nnc1SCC(=O)OC1CCCCC1 | 85.1
N#CCSc1nc2c(cc1C#N)CCCC2 | 78.6
CC1=C(C#N)C(=O)OC(C)(C)C1 | 95.8
Cc1ccc2[nH]c3c(N4CCCCCC4)ncnc3c2c1 | 94.0
COc1ccc(O)c(C(=O)c2cnn(C(=O)c3cc(C)oc3C)c2)c1 | 108.3
CCCCCCSc1ncc(C#N)c(N)n1 | 103.8
O=C(CCNS(=O)(=O)c1cccs1)NCc1cccs1 | 83.0
COc1ccc2c(c1)C1(Nc3ccccc3-c3nc4ccccc4n31)C(=O)N2 (stereo unspecified) | 89.7
Cn1c(CN2CCOCC2)nc2cc(NC(=O)c3ccc(Cl)cc3)ccc21 | 77.5
CCn1c(SC/C=C/c2ccccc2)nnc1-c1cnccn1 | 88.3
COC(=O)C(C#N)c1nc2ccccc2nc1N1CCN(Cc2ccc3c(c2)OCO3)CC1 (stereo unspecified) | 94.2
COc1cc(NC(=O)c2ccco2)ccc1NC(=O)c1ccccc1Cl | 89.5
Cc1ccc2nc(N3CCC(C(=O)O)CC3)nc(-c3ccccc3)c2c1 | 94.5
CCOc1ccc(CN(CCO)CCO)cc1C(=O)OC | 105.5
O=C(CSc1oc(-c2ccco2)nc1S(=O)(=O)c1ccccc1)NCC1CCCO1 (stereo unspecified) | 86.7
O=C(NCc1ccc2c(c1)OCO2)C1CCCN1C(=O)Nc1ccc(F)cc1 (stereo unspecified) | 74.9
O=C1CCc2nc3sc4c(c3c(=O)n2N1)CCCC4 | 85.5
COC(=O)c1c(NC(=O)c2ccoc2C)sc2c1CCC2 | 73.8
CCc1c(C)n2nc(C)cc2[nH]c1=O | 65.7
Cn1c(=O)c2c(ncn2CC(O)CNc2ccc(Cl)cc2)n(C)c1=O (stereo unspecified) | 79.3
COc1cc(C(=O)N2CCCN(c3nc4cc(C)ccc4cc3C#N)CC2)cc(OC)c1OC | 111.7
COc1cc([C@H]2[C@@H]3CCCC[C@]3(O)CCN2CC(=O)Nc2ccc(C)cc2)ccc1O | 97.3
COc1ccc(S(=O)(=O)n2ccnc2)c2cccnc12 | 120.8
CCOC(=O)CNC(=O)CSc1nnc(-c2cccc(C)c2)n1-c1ccc(OC)cc1 | 85.8
CN=C1SC(CC(=O)Nc2sc(C)c(C)c2C(=O)OC)C(=O)N1C (stereo unspecified) | 92.9
CCOC(=O)N1CCN(C(=O)Cc2ccc(Cl)cc2)CC1 | 98.1
NCCN1CCN(CCN)CC1 | 126.7
CCCNC(=O)c1cc(-c2ccco2)on1 | 90.6
N#CCSc1nnc(N)s1 | 86.0
COC(=O)CCC(=O)Nc1ccc(NC(=O)CCC(=O)OC)cc1 | 91.7
COc1cccc(-c2noc(-c3cccnc3)n2)c1 | 88.5
COc1ccc(C2C(C(C)=O)=C(C)N=c3s/c(=C/c4ccc5c(c4)OCO5)c(=O)n32)cc1 (stereo unspecified) | 92.0
Cn1c(=O)c2c(nc(SCC(=O)Nc3ccc(N4CCOCC4)c(Cl)c3)n2C)n(C)c1=O | 109.4
O=C1c2ccccc2C(=O)N1CCN1CCc2ccccc21 | 87.1
CC1(C(=O)N(c2ccccc2)C(C(=O)NC2CCCC2)c2ccccn2)CC(=O)N=C2C=CC=CN21 (stereo unspecified) | 95.8
O=C(Nc1cccc(C(=O)N2CCOCC2)c1)NC1CCCCC1 | 92.5
C=CCOC(=O)CCP(=O)(CCC(=O)OCC=C)c1ccccc1 | 101.5
C=C(C)CSc1nnc(-c2cc(OC)c(OC)c(OC)c2)n1N | 95.0
COc1cc(C)nc(OCCNC(=O)COc2ccc(Cl)cc2C)n1 | 79.6
CNC(=O)NCCN1CCCC1=O | 94.8
COc1ccc(OC)c(NC(=O)c2cn(C)c(=O)c3cc(OC)c(OC)cc23)c1 | 78.0
c1ccc(CNc2ncnc3c2ncn3C2CCCCO2)cc1 (stereo unspecified) | 79.8
CN1CCc2c(sc3c2C(=O)NC(c2ccccn2)N3)C1 (stereo unspecified) | 72.2
O=C(CN1CCOCC1)NC1CC2CCC1C2 (stereo unspecified) | 85.5
COC(=O)[C@H](Cc1ccccc1)NC(=O)NCC1CCCO1 (stereo partly specified) | 81.4
The listing continues.
SMILES | SK-BR-3 tox 24h
CC(=O)Nc1ccc(S(=O)(=O)N2CCC(c3nc4ccccc4[nH]3)CC2)cc1 | 94.0
COc1cc(NC(=O)Nc2ccccc2)c(OC)cc1NC(=O)CN1CCCCC1 | 76.7
CCC(=O)Nc1ccc(-c2nnc(SCC(=O)Nc3nccs3)n2C)cc1 | 77.7
COc1ccccc1Nc1nc(C)cc(=O)[nH]1 | 90.7
COC(F)(C(=O)Nc1ccc2c(c1)C(=O)NC2=O)C(F)(F)F (stereo unspecified) | 82.8
O=C(C1=C(O)C(=O)N(c2ncccn2)C1c1cccs1)c1ccco1 (stereo unspecified) | 110.0
CC(=O)C1=C(NC(=O)c2ccccc2F)C[C@@H]2[C@H]1C2(C)C | 92.1
Cn1c(=O)c2c(nc(Oc3ccccn3)n2C)n(C)c1=O | 96.2
Cc1sc(CO)c(Sc2ccccc2)c1C(=O)O | 76.2
O=C1NCC(CN(c2ccccc2)c2ccccc2)O1 (stereo unspecified) | 78.7
S=c1[nH]c2ncccc2o1 | 86.9
Clc1ccc(-c2cn3c(n2)CCC3)cc1 | 77.8
COc1ccccc1CNS(=O)(=O)c1cccc(S(=O)(=O)N2CCOCC2)c1 | 96.1
COc1cccc(C2c3c(oc4ccc(Cl)cc4c3=O)C(=O)N2c2cc(C)on2)c1OC (stereo unspecified) | 117.8
Cc1c(/C(O)=C2/C(=O)C(=O)N(CCN3CCOCC3)C2c2ccco2)cnn1-c1ccccc1 (stereo unspecified) | 96.9
O=C1CCCCCN1CP(=O)(O)CCc1ccccc1 | 116.6
COc1ccc(C2C(C(=O)c3sc(C)nc3C)=C(O)C(=O)N2CCN2CCOCC2)cc1 (stereo unspecified) | 85.0
COc1ccc(CN(C(=O)CNC(=O)c2ccco2)C(C(=O)NC2CCCC2)c2ccco2)cc1 (stereo unspecified) | 104.8
Cc1ccc2c(CC(=O)OCn3nnc4ccccc4c3=O)coc2c1 | 101.1
CC1CN(C(=O)c2cc(F)c(F)cc2Cl)CC(C)O1 (stereo unspecified) | 94.3

Fetched by compound from above, 2 records:
SMILES | SK-BR-3 tox 24h
Cn1c(=O)c2c(nc(Oc3ccccn3)n2C)n(C)c1=O | 96.2
O=C1CCCCCN1CP(=O)(O)CCc1ccccc1 | 116.6

Carrying on.
SMILES | SK-BR-3 tox 24h
COCCOC(=O)C(C#N)c1nc2ccccc2nc1N1CCN(Cc2ccccc2)CC1 (stereo unspecified) | 76.1
O=S(=O)(NCCSc1nnnn1-c1ccccc1)c1cccs1 | 95.3
CC(C)c1nc2oc3c(NCC4CCCO4)ncnc3c2c2c1CCC2 (stereo unspecified) | 93.8
CCc1nnc(NC(=O)CSc2nnc(CNc3cccc(C)c3)n2-c2ccccc2)s1 | 86.0
COc1ccc(-c2noc(COc3ccc4c(c3)OCO4)n2)cc1 | 90.8
COc1ccc2c(c1)cc1n2CCN2CCCN=C12 | 79.7
CC(C)(C)c1cccc(/C=N/O)c1O | 87.8
Cc1oc(C)c2c(=O)ccc3c(c12)OC(N)=C(C#N)C3c1ccc(F)cc1 (stereo unspecified) | 70.6
O=C(NC1CCS(=O)(=O)C1)c1cn(-c2ccccc2)nc1-c1ccccc1 (stereo unspecified) | 98.4
N#CNC(N)=Nc1cccc(Cl)c1 | 92.4
COc1ccc(-c2noc(CN3CCOCC3)n2)cc1OC | 96.7
CCCCSc1nnc(-c2ccc(C)cc2)o1 | 85.7
CC(=O)c1ccc(Cc2cnc(N)s2)cc1 | 96.3
COc1ccccc1NC(=O)C1CCCN1C(=O)NCc1ccccc1 (stereo unspecified) | 100.4
CCOC(NC(=O)c1ccccc1)C(NC(=O)c1ccccc1)OCC (stereo unspecified) | 85.7
CCC(C)(C(=O)NC1CCCCC1)N(Cc1ccco1)C(=O)CC1NC(=O)NC1=O (stereo unspecified) | 66.9
c1ccc2[nH]c(SCc3cscn3)nc2c1 | 97.6
Cc1cc(N2CCN(C)CC2)nc2ccc(NC(=O)CCC(=O)NCCC3=CCCCC3)cc12 | 73.3
Cc1ccc(N2C(N)=C(C#N)C(c3cccnc3)C3=C2CC(C)(C)CC3=O)cc1 (stereo unspecified) | 93.1
CCC1CCCCN1CCCNC(=O)CNC(=O)Cn1ccc2ccccc2c1=O (stereo unspecified) | 91.5
CC1CCCCC1NC(=O)CCCc1nc2ccccc2c(=O)[nH]1 (stereo unspecified) | 91.5
Cc1ccc(-c2noc(CSc3nnnn3-c3ccccc3)n2)cc1 | 90.5
O=C(NCc1cccs1)c1nc2c(nnn2Cc2ccc(F)cc2)c(=O)[nH]1 | 91.4
NC(=O)C1(N2CCCCC2)CCN(C(=O)c2ccc(-n3cnnn3)cc2)CC1 | 42.0*
COc1cc(Cl)c(C)cc1NC(=O)CSc1nnc(-c2ccccn2)n1Cc1ccco1 | 65.9
Cn1ncc(N=Cc2ccccc2O)c1C(=O)Nc1ccccc1 | 118.0
COC(=O)c1c(C(=O)OC)c2n(c1C)Cc1ccccc1C2 | 93.6
Cc1nc(NC2=NCN(CCc3ccccc3)CN2)nc2ccccc12 | 91.3
COc1ccc(OC)c(S(=O)(=O)NC2CCN(Cc3ccccc3)CC2)c1 | 87.6
O=C(Nc1c(C(=O)N2CCCCC2)cnn1-c1ccccc1)c1ccco1 | 81.5
Cc1cccc(Cn2c(NCC(C)O)nc3c2c(=O)n(C)c(=O)n3C)c1 (stereo unspecified) | 83.4
COc1ccccc1C1SCCN1S(=O)(=O)c1cccc(C(F)(F)F)c1 (stereo unspecified) | 138.2
COc1cccc2cc(C(=O)N3CCN(C(=O)c4ccco4)CC3)c(=O)oc12 | 92.1
CCOC(=O)c1c(NC(=O)CSc2nnc(-c3cccnc3)o2)sc(C(C)=O)c1C | 84.7
Cc1cc(NC(=O)CN2CCN(c3ccccc3O)CC2)no1 | 83.0
CCc1cc(N2CCOCC2)cc2c1[nH]c1ccccc12 | 84.2
O=C(CSc1nnc(-c2cccnc2)n1-c1ccccc1)NCc1ccc2c(c1)OCO2 | 96.6
COc1ccc(C(c2nnnn2C2CCCC2)N2CCc3ccccc3C2)cc1OC (stereo unspecified) | 74.8
CCCNc1nc2c(c(=O)[nH]c(=O)n2C)n1CCC(C)C | 92.7
O=c1[nH]c2ccccc2n1CCCN1CCN(C(c2ccccc2)c2ccccc2)CC1 | 77.3
CC(C)COC(=O)c1cc(-c2ccc(/C=N/n3cnnc3)o2)ccc1Cl | 85.0
Cc1nc(N2CCN(Cc3ccc4c(c3)OCO4)CC2)c2oc3ccccc3c2n1 | 73.5
CCCc1n[nH]c2c1C(=O)C(C(=O)OC)C(C)(C)C2 (stereo unspecified) | 138.6
CSc1nnc2n(C3CCCCC3)c(=O)c3c4c(sc3n12)CCCC4 | 89.8
COc1cccc(-c2cc(C(=O)Nc3cc(C)on3)no2)c1 | 90.6
COC(=O)c1[nH]c2cc(OC)ccc2c1NC(=O)CCN1CCCCC1 | 89.9

Structures from the list above that have a Cl atom, in the order listed:
SMILES | SK-BR-3 tox 24h
O=C(O)C1C2C=CC(C2)C1C(=O)Nc1ccc(C(=O)N2CCCCC2)c(Cl)c1 (stereo unspecified) | 102.1
Clc1ccccc1-c1ccc(/C=N/n2cnnc2)o1 | 104.3
CCn1c(CNc2cccc(Cl)c2)nnc1SCC(=O)OC1CCCCC1 | 85.1
Cn1c(CN2CCOCC2)nc2cc(NC(=O)c3ccc(Cl)cc3)ccc21 | 77.5
COc1cc(NC(=O)c2ccco2)ccc1NC(=O)c1ccccc1Cl | 89.5
Cn1c(=O)c2c(ncn2CC(O)CNc2ccc(Cl)cc2)n(C)c1=O (stereo unspecified) | 79.3
CCOC(=O)N1CCN(C(=O)Cc2ccc(Cl)cc2)CC1 | 98.1
Cn1c(=O)c2c(nc(SCC(=O)Nc3ccc(N4CCOCC4)c(Cl)c3)n2C)n(C)c1=O | 109.4
COc1cc(C)nc(OCCNC(=O)COc2ccc(Cl)cc2C)n1 | 79.6
Clc1ccc(-c2cn3c(n2)CCC3)cc1 | 77.8
COc1cccc(C2c3c(oc4ccc(Cl)cc4c3=O)C(=O)N2c2cc(C)on2)c1OC (stereo unspecified) | 117.8
CC1CN(C(=O)c2cc(F)c(F)cc2Cl)CC(C)O1 (stereo unspecified) | 94.3
N#CNC(N)=Nc1cccc(Cl)c1 | 92.4
COc1cc(Cl)c(C)cc1NC(=O)CSc1nnc(-c2ccccn2)n1Cc1ccco1 | 65.9
CC(C)COC(=O)c1cc(-c2ccc(/C=N/n3cnnc3)o2)ccc1Cl | 85.0

Source: PubChem BioAssay (SRMLSC)
